# Vif imaging = blocks HIV Vif function; HEK293T cells, Vif self-association by quenched fluorescence, imaging, 24 h; inhibition, % at 7.49 µM; 340,000 compounds, 0.35% hits; AID 602346; in the data active means inhibition above about 50%, passing the limit was not always enough; further: some results filed as inactive read as strong as hits
# CF NFkB inh = cystic fibrosis NF-kB activation inhibition. KKLEB NF-kB-GFP reporter, PAF-induced, GFP fluorescence overnight. inhibition, % at 5 µM. 360,000 compounds, 0.86% hits. AID 588850;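 active means at least 50% inhibition at 5 µM, scaled per plate between neutral and stimulator controls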;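 further: PAF is a Pseudomonas aeruginosa culture filtrate used as stimulus; plate controls were PAF-stimulated DMSO wells for no effect and unstimulated DMSO wells for full effect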
# NR2E3 ag-1 = activates human photoreceptor nuclear receptor NR2E3. GST-NR2E3/biotin-RetCOR TR-FRET, 1536-well. inhibition of corepressor binding, % at 4.78 µM. 320,000 compounds, 0.12% hits. AID 2300;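 active means percent inhibition above the cutoff of mean plus 3 SD of all tested compounds, set per screening campaign, cut at about 20% in these data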;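 further: 0% = DMSO wells and 100% = biotin wells as full block of FRET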
# Target sequence (Q9Y5X4 whole entry, looked up): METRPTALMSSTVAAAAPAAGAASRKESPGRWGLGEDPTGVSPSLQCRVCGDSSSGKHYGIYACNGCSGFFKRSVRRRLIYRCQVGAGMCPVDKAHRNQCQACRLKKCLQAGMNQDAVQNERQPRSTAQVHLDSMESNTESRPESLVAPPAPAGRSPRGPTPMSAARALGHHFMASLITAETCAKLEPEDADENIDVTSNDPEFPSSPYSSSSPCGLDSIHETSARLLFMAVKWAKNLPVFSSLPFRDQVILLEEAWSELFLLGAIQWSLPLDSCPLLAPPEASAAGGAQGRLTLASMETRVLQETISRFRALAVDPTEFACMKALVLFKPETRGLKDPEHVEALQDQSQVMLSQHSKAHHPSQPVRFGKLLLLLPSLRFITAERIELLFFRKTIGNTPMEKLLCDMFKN
#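 Material: NR2E3–RetCOR corepressor complex / Amount: 1.35 nM GST-NR2E3 / Medium: Tris pH 7.5 / Compound: single nominal compound dose of 4.8 µM / Incubation: 5 h at 4 °C / Technique: TR-FRET, Eu(K)-anti-GST donor, streptavidin-D2 acceptor, ex 340, em 617/671 nm / Read-out basis: percent loss of FRET ratio relative to control wells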
# HIF-2a block = HIF-2a inhibition. 360,000 compounds, 0.72% hits. inhibition, % at 18.8 µM. AID 624352. 786-0 RCC cells HIF-2a reporter, luciferase luminescence, overnight;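 active means inhibition of the luminescence signal of 40% or more relative to plate controls, in a single-dose primary screen at 18.75 µM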
# NR2E3 ag-2 = human photoreceptor-specific nuclear receptor agonism | CHO-S Gal4-NCOR/VP16-NR2E3 two-hybrid, luciferase | AID 602229 | inhibition of corepressor binding, % at 3.98 µM | 360,000 compounds, 0.35% hits | Q9Y5X4;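 active means inhibition above the mean of all tested compounds plus 3 SD, cut at about 70% in these data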;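 further: 0% = DMSO with NR2E3 transfected cells and 100% = cells lacking NR2E3 construct; higher means lower luciferase signal from less NR2E3 corepressor binding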
# PDI turbidity = blocks human protein disulfide isomerase activity; P07237; PDI insulin aggregation turbidity, A650, 90 min; inhibition, % at 10 µM; 350,000 compounds, 0.052% hits; AID 588391;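 active means mean inhibition across replicates of 30% or more, whatever share of single replicates reach that level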;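 further: absorbance from insulin aggregation driven by PDI reduction with DTT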
# Target sequence (P07237 whole entry, looked up): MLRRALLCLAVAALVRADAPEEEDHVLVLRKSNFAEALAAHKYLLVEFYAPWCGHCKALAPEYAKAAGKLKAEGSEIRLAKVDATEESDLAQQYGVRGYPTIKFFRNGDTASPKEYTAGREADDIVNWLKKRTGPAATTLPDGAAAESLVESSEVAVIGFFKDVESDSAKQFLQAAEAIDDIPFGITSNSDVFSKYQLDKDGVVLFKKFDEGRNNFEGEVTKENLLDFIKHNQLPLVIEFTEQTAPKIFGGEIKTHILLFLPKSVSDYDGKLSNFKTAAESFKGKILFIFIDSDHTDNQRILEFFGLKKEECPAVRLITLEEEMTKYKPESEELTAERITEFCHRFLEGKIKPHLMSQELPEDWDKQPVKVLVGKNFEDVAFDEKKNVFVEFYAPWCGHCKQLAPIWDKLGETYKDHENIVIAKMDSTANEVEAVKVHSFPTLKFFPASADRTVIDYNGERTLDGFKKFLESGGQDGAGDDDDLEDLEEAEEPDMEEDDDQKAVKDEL
# Shn3 inh set2 = inhibitors of Schnurri-3 3'UTR reporter in osteoblasts; Clone20 osteoblast Shn3 3'UTR firefly luciferase, 24 h; AID 588674; inhibition, % at 12.5 µM; 360,000 compounds, 0.52% hits;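 active means mean inhibition of at least 75% with every replicate also reaching 75%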;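 further: 0% = median of neutral control wells and 100% = pilot-screen positive control compound; some compounds past the cut are filed as inactive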
# KKLEB tox = CF airway cell cytotoxicity counter-screen | AID 602141 | KKLEB CF airway cells viability, ATPlite luminescence, overnight; hits give low values; cells stimulated with P. aeruginosa culture filtrate | 360,000 compounds, 0.36% hits | activity change (cytotoxicity), % at 5 µM;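 active means corrected activity change at or below -50% at 5 µM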
# Peg3 promoter = inhibitors of Peg3 promoter | HeLa PEG-Prom luciferase reporter, luminescence, overnight | inhibition, % at 20 µM | 360,000 compounds, 1.7% hits;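 active means inhibition of at least 50% at 20 µM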
# CaV13 ICDI inh = Primary screen for inhibitors of IQ motif and Ca2+-dependent inactivation inhibitor domain binding in CACNA1D, Förster resonance energy transfer in living cells, … | 340,000 compounds, 0.098% hits | HEK cells, CFP/YFP FRET ICDI-IQ, plate reader, 10 min; percent FRET-ratio fall versus neutral wells | inhibition, % at 12.3 µM;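 active means mean replicate inhibition of at least 30% and at least 1% of replicates passing that level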;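 further: 0% = median of the neutral control wells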
# MITF TRPM1 inh = reduces MITF-dependent TRPM1 promoter luciferase signal. inhibition, % at 12.5 µM. SK-MEL-5 TRPM1 promoter luciferase, 24 h. 330,000 compounds, 0.83% hits;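 active means mean inhibition across replicates of 60% or more, whatever share of single replicates reaches that level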; further: values of inactives mirror those of a sister screen read the other way
# Active calls of the source: *; · = no result given.
nr	Structure	Vif imaging	CF NFkB inh	NR2E3 ag-1	HIF-2a block	NR2E3 ag-2	PDI turbidity	Shn3 inh set2	KKLEB tox	Peg3 promoter	CaV13 ICDI inh	MITF TRPM1 inh
1	O=C(CC(c1ccccc1)c1ccccc1)Nc1ccncc1	3	16	-2	20	-20	0	10	1	22	-5	6
2	COc1ccc(-n2c(SCC#N)nnc2-c2ccc(NS(=O)(=O)c3ccc(C)cc3)cc2)cc1	0	8	2	27	35	0	-6	-10	19	·	-2
3	COc1ccc(C(O)P(=O)(OCc2ccccc2)c2ccc(N(C)C)cc2)cc1 (configuration not stated)	2	1	-1	16	0	12	-6	8	15	-13	7
4	Cc1[nH]c2ccccc2c1C(C[N+](=O)[O-])c1cccc(O)c1 (configuration not stated)	4	-4	4	23	-2	3	1	18	19	-3	29
5	CC(C)(C)NC(=O)C[C@H]1C[C@H](C(=O)N2CCOCC2)[C@@]2(C)c3[nH]c4ccc(Cl)cc4c3CCN2C1=O	·	7	·	10	-21	0	-10	-5	-11	-6	-2
6	Cc1ccccc1CN1[C@@H](Cc2ccccc2)COCCS1(=O)=O	·	20	1	16	-3	-4	9	-11	-1	-6	-7
7	O=C(CCn1c(=S)[nH]c2ccccc2c1=O)N1CCCCC1	-7	-2	-3	3	-28	4	-23	-2	-18	-16	-2
8	O=C(NCc1ccc2c(c1)OCO2)C1CCN(Cc2cnn(-c3ccccc3)c2-n2cccc2)CC1	1	-8	3	25	-1	-7	14	-5	20	·	-3
9	O=c1c2[nH]c3ccc(F)cc3c2nc2n1CCCS2	-1	1	3	-49	-18	-4	5	-16	-32	5	3
10	Cc1ccc(-c2nnc(N(C)C(=O)c3cccnc3)s2)cc1	2	4	5	-190	-84	0	-30	-11	-219	-5	-26
11	O=C(O)/C=C/c1cn(-c2ccccc2)nc1-c1ccccc1	-11	1	0	-14	-27	-9	-4	1	-1	-18	2
12	COc1ccc(/C=C2\Oc3cc(OC(=O)N4CCOCC4)ccc3C2=O)cc1	6	4	-6	-1	-3	-5	16	6	-4	-4	-6
13	O=C(CSc1nnnn1C1CCCC1)N1CCN(C(=O)c2ccco2)CC1	1	-2	2	-12	-26	-4	7	10	0	-5	15
14	Cc1ccccc1Nc1nc(=O)c2cc([N+](=O)[O-])ccc2s1	2	-4	2	4	3	12	3	8	20	-5	-26
15	O=S(=O)(NCC(c1cccnc1)N1CCN(c2ccccc2F)CC1)c1cccs1 (configuration not stated)	7	7	4	3	-1	·	-1	5	2	-3	·
16	CCN(CC(=O)Nc1ccc2c(c1)OCCO2)C(=O)CSCC(=O)Nc1ccc(C)cc1	-7	-16	5	-11	-9	3	-22	11	-15	-6	0
17	COc1ccc(OC)c(Nc2nc3ccc(C)cc3n3cnnc23)c1	-9	4	4	3	-10	9	-33	-11	25	-21	-13
18	CC(=O)Nc1ccc(NC(=O)COC(=O)c2ccccc2C(=O)c2ccccc2)cc1	0	12	-2	-14	4	0	19	-4	-1	-2	12
19	CCOC(=O)Nc1cc(Br)c2c(c1)OCCO2	-2	4	2	-126	-39	-1	7	13	-108	-6	-5
20	COc1ccc(-c2cc(C(=O)O)nc3ccc4ccccc4c23)cc1OC	16	1	1	-109	-35	-10	-36	-8	-69	-5	-8
21	Cc1cccc(NC(=O)C2CCCN2C(=O)OCc2ccccc2)c1 (configuration not stated)	4	-8	4	6	16	·	-11	-17	5	·	7
22	COc1ccc2cc(CN(CCCN3CCOCC3)Cc3nnnn3C3CCCCC3)c(=O)[nH]c2c1	-1	-8	0	12	7	3	9	4	14	-12	6
23	Cc1cc(F)ccc1C(O)c1ncc(-c2ccccc2F)[nH]1 (configuration not stated)	·	15	·	-66	-40	-1	-41	-3	-37	-7	·
24	O=C(NC(=S)N(Cc1ccccc1)c1ccccn1)C1CC1	9	-2	5	-23	5	-7	-25	3	-37	-5	-39
25	CCCCCOc1ccc(CSc2n[nH]c(C)n2)cc1	-8	5	1	-292	-73	-3	-45	-4	-246	-6	-72
26	COCc1c(C(=O)OCc2c(C)noc2C)oc2ccccc12	1	-12	3	5	0	-4	21	-7	-7	-2	1
27	CCc1nnc(NC(=O)CSc2nc(-c3ccc(F)cc3)cc(-c3ccccc3)c2C#N)s1	-1	-2	·	10	12	7	-3	8	3	2	13
28	Cc1cc(C)c(CSc2ncc(-c3ccc([N+](=O)[O-])cc3)[nH]2)c(C)c1	2	0	6	-44	21	5	22	-6	36	-5	1
29	Cc1nn(-c2ccccc2)c(C)c1NC(=O)COC(=O)c1cc([N+](=O)[O-])ccc1NCCO	0	-15	-1	0	-5	-6	17	6	15	-3	9
30	CCCCNC(=O)c1ccc(Cc2cn(C)c3ccccc23)nc1	·	-23	·	-2	10	10	11	13	6	-7	·
31	CCCOC(=O)CSC1=C(C#N)C(c2ccccc2Cl)CC(=O)N1 (configuration not stated)	9	-14	4	-18	-3	-8	-18	-6	-29	-6	-6
32	COCC(C)n1c(C)cc(C(=O)CSc2nnc(N)s2)c1C (configuration not stated)	-19	9	2	-43	-42	2	-6	-4	-16	-6	-7
33	CCCCc1nc(S(=O)(=O)c2ccc(Cl)cc2)c(N2CCOCC2)o1	8	0	-1	12	-6	1	-17	-1	14	-4	6
34	Cc1ccsc1/C=N/NC(=O)c1cc(-c2ccncc2)nc2ccccc12	1	34	-1	28	-20	15	-2	-29	8	·	22
35	O=C(Nc1nc2ccccc2s1)c1cc(-c2ccccc2)nn1-c1ccccc1	-23	4	1	-140	-53	-2	37	-9	-146	-5	-10
36	CCN(CC)CCNC(=O)c1ccc(NC(=O)c2cc(-c3ccco3)nc3ccccc23)cc1	-1	-30	4	24	-13	-5	21	-3	61*	-5	70*
37	CN(C)C(=O)CN1C(=O)NC2(CCc3ccccc32)C1=O (configuration not stated)	-9	-25	3	6	13	-16	11	-6	-2	·	-5
38	CC(C)N1C2OC(C3OC4C(O3)N(C(C)C)S(=O)(=O)N4C(C)C)OC2N(C(C)C)S1(=O)=O (configuration not stated)	3	-12	-2	17	-12	1	2	10	-1	-4	-11
39	C#CCOCCOCCOCCNc1nc(N2CCN(C(=O)[C@H](CCCCN)n3cc(CCC(=O)O)nn3)CC2)nc(N2CCN(C(=O)[C@H](CCCCN)n3cc(CC(C)O)nn3)CC2)n1 (some centres not stated)	2	31	5	-3	7	5	5	-22	2	-11	-3
40	Cc1ccccc1OCC1CN(CN2CCOCC2)C(=O)O1 (configuration not stated)	0	12	1	14	-12	-1	-5	1	7	-4	6
41	COC(=O)c1cn(C)c2ccc(S(=O)(=O)N3CCCCC3)cc2c1=O	3	-27	·	23	23	2	-11	3	13	-12	-1
42	COc1ccc(-c2csc(NC(=O)CN3C(=O)C4CC=CCC4C3=O)n2)cc1OC (configuration not stated)	-10	-15	0	-3	3	8	-10	5	-21	·	-4
43	COc1ccc(-n2c(SCC(=O)Nc3ccc(Cl)cc3)nc(O)c(Cc3ccccc3)c2=O)cc1	-16	6	-1	19	-18	-9	-12	-1	16	·	6
44	O=C(COC(=O)c1cc(S(=O)(=O)N2CCOCC2)cs1)c1ccccc1	-1	13	0	11	-4	-2	2	-11	10	-5	0
45	O=C(CSc1nnc(-c2ccc(NS(=O)(=O)c3ccccc3)cc2)o1)NCC1CCCO1 (configuration not stated)	-6	-9	2	3	-9	7	-18	6	3	-5	-6
46	O=C(O)COc1ccccc1/C=N/NC(=O)CSc1nc2ccccc2c(=O)n1-c1ccccc1	-5	-24	-1	9	-3	-4	11	1	12	8	2
47	CCn1cc(Cl)c(C(=O)Nc2cc(C(=O)OC)cc(C(=O)OC)c2)n1	1	-2	-2	-9	8	0	0	0	16	0	1
48	O=C(Cc1ncc(C(F)(F)F)cc1Cl)N1CCN(c2cccc(Cl)c2)CC1	-5	13	1	14	-2	1	26	-5	20	-4	6
49	c1cncc(CN2CCN(c3cc(-c4cnc5ccccc5c4)nc4ccnn34)CC2)c1	-5	2	·	-15	-35	-14	-4	2	-3	-11	·

# Molecules from the list above that contain a Cl atom, in the order listed:
nr	Structure	Vif imaging	CF NFkB inh	NR2E3 ag-1	HIF-2a block	NR2E3 ag-2	PDI turbidity	Shn3 inh set2	KKLEB tox	Peg3 promoter	CaV13 ICDI inh	MITF TRPM1 inh
5	CC(C)(C)NC(=O)C[C@H]1C[C@H](C(=O)N2CCOCC2)[C@@]2(C)c3[nH]c4ccc(Cl)cc4c3CCN2C1=O	·	7	·	10	-21	0	-10	-5	-11	-6	-2
31	CCCOC(=O)CSC1=C(C#N)C(c2ccccc2Cl)CC(=O)N1 (configuration not stated)	9	-14	4	-18	-3	-8	-18	-6	-29	-6	-6
33	CCCCc1nc(S(=O)(=O)c2ccc(Cl)cc2)c(N2CCOCC2)o1	8	0	-1	12	-6	1	-17	-1	14	-4	6
43	COc1ccc(-n2c(SCC(=O)Nc3ccc(Cl)cc3)nc(O)c(Cc3ccccc3)c2=O)cc1	-16	6	-1	19	-18	-9	-12	-1	16	·	6
47	CCn1cc(Cl)c(C(=O)Nc2cc(C(=O)OC)cc(C(=O)OC)c2)n1	1	-2	-2	-9	8	0	0	0	16	0	1
48	O=C(Cc1ncc(C(F)(F)F)cc1Cl)N1CCN(c2cccc(Cl)c2)CC1	-5	13	1	14	-2	1	26	-5	20	-4	6

# Screens from PubChem BioAssay.
